Casp1 inh: qHTS Assay for Allosteric/Competitive Inhibitors of Caspase-1; P29466; 0.03% of 75,000 active; Caspase-1 enzyme, Ac-WEHD-AFC fluorogenic rate; Potency, µM (highest dose often 57.5 µM), for inactives: at the top dose activity change, negative = inhibition, hits mostly inhibitors;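 further: potency means the concentration at half of the fitted maximal effect; plate controls were vehicle for no effect and no substrate for full effect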
HEK293 cAMP cs: qHTS Assay for Agonists of the Thyroid Stimulating Hormone Receptor: Activators of Intracellular cAMP Concentrations in Parental HEK 293 | parental HEK293 CNG cAMP sensor, membrane potential fluorescence | Potency, µM (top dose mostly 57.1 µM), for inactives: at the top dose activation, hits mostly activators | 2.5% of 73,000 active | AID 938, 2007; further: potency means the concentration at half of the fitted maximal effect; % of control where 0% means no effect; nearly all actives have a fitted effect of over 55% in size
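Parental HEK 293 cells stably expressing a modified CNG channel (no TSHR) report cAMP rise as membrane depolarization. Membrane potential dye with 100 uM RO 20-1724 was loaded for 60 min at room temperature, then compound added for 30 min; fluorescence read at 590 nm.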
Rhodamine autofl: qHTS Assay for Spectroscopic Profiling in Rhodamine Spectral Region; Rhodamine-region fluorescence, 547/598 nm, Tris buffer; hits give high values; max dye-equivalent concentration, M; 0.05% of 59,000 active; AID 594, 2007; in the data active means max dye-equivalent concentration above about 11 nM; inconclusive means between about 1.1 nM and that limit
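Intrinsic compound fluorescence, ex 547 / em 598 nm, CCD imager. Tris 100 mM pH 8.0; 15 min RT. Output = rhodamine dye-equivalent concentration at each compound concentration.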
TexasRed autofl: qHTS Assay for Spectroscopic Profiling in Texas Red Spectral Region | Compound fluorescence, Texas Red channel, 547/618 nm; hits give high values | max dye-equivalent concentration, M | 0.06% of 59,000 active; in the data active means max dye-equivalent concentration above about 10 nM; inconclusive means between about 1.1 nM and that limit
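Dye-equivalent concentrations come from scaling compound signal (ex 547, em 618 nm) to six Texas Red standard concentrations run on every plate, after 15 min room-temperature incubation in pH 8.0 Tris (100 mM).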
USP2a inh: qHTS Assay for Inhibitors of Ubiquitin-specific Protease USP2a; 0.1% of 60,000 active; Potency, µM (series often up to 38.3 µM), for inactives: at the highest dose activity change, negative = inhibition, usual class: inhibitors; USP2a enzymatic assay, qHTS inhibition;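 further: potency means the concentration at half of the fitted maximal effect; nearly all actives have a fitted effect of over 60% in size; plate controls were DMSO for no effect and NEM full inhibition control for full effect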
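USP2 core (20nM final) preincubated 30 min RT with compound, then Ub-PLA2 20nM and NBD C6-HPC 20uM final added; buffer 20mM Tris-HCl pH 8.0, 2mM CaCl2. Fluorescence Ex 460/Em 535 read at 0 and 2.5 h; normalized to NEM.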
A350 fluor: qHTS Assay for Spectroscopic Profiling in A350 Spectral Region. Compound autofluorescence, 340/450 nm, Alexa 350 dye-equivalents; hits give high values. max dye-equivalent concentration, M. 11% of 59,000 active. AID 590, 2007; in the data active means max dye-equivalent concentration above about 10 nM; inconclusive means mostly about 1.1 nM to 9.6 nM
BRCT inh green: qHTS Assay for Inhibitors of BRCT-Phosphoprotein Interaction (Green Fluorophore); 0.05% of 75,000 active; BRCA1 BRCT-phosphopeptide binding, green fluorescence polarization; Breast cancer type 1 susceptibility protein (Homo sapiens), P38398; Potency, µM (top dose mostly 76.9 µM), without a hit: at the top dose activity change, negative = inhibition, actives largely listed as inhibitors; AID 875, 2007;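 further: potency means the concentration at half of the fitted maximal effect; plate controls were peptide without protein for full effect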
Target sequence (P38398 whole entry, looked up): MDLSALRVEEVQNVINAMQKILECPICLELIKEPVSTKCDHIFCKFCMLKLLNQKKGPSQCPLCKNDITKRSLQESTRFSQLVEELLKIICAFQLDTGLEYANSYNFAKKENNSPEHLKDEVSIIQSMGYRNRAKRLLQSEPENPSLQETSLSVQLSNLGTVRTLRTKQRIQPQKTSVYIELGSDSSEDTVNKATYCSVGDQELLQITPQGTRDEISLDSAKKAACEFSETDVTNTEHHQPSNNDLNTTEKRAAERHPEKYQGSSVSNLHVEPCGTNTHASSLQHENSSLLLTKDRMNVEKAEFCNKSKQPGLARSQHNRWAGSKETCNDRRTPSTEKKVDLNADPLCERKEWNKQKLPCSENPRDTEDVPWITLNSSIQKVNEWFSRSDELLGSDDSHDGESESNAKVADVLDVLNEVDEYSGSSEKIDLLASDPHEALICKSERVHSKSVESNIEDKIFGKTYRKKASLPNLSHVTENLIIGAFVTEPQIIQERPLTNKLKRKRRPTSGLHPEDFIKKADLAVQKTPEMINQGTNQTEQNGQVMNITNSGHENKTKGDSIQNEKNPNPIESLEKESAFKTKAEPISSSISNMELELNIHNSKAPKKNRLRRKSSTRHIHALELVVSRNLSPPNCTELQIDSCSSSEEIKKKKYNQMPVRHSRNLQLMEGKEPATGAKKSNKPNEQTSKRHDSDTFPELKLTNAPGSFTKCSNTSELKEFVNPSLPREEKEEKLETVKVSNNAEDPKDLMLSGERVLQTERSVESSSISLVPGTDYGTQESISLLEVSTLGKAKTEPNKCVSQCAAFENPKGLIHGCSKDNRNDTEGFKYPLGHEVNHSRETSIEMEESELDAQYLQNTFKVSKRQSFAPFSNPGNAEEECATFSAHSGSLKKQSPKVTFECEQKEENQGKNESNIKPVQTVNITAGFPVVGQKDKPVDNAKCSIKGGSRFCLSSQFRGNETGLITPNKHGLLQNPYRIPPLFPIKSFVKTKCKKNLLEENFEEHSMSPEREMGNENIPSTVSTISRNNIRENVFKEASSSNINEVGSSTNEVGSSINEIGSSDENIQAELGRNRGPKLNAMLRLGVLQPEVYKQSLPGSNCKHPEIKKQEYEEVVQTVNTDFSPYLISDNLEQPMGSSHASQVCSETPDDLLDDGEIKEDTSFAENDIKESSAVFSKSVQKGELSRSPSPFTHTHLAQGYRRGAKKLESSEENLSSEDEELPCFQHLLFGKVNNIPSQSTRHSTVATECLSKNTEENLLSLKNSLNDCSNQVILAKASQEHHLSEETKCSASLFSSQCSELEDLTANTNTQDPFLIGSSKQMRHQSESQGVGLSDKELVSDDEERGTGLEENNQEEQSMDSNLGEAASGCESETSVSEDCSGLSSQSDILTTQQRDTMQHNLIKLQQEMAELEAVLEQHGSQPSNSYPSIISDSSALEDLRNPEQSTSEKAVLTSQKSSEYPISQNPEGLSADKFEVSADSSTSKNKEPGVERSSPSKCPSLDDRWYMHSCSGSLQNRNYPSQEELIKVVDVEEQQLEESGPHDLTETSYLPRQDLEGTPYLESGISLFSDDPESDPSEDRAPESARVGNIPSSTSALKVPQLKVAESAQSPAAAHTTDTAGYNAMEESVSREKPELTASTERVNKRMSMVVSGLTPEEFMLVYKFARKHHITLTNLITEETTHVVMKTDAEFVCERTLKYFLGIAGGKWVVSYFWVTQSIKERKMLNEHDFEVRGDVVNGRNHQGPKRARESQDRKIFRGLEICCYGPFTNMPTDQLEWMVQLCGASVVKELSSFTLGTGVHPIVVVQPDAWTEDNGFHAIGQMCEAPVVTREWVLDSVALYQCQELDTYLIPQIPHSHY
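Fluorescence polarization: His-tagged BRCT (~35 kDa BRCA1 C-terminus, 250 nM) bound to 100 nM fluorescein-labeled phosphorylated 10-aa BACH1 peptide, pH 7.3 phosphate buffer with DTT and Tween 20. Compounds incubated 12 min at room temperature; inhibition read as lowered polarization.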
Caspase-7 inhib: qHTS Assay for Allosteric/Competitive Inhibitors of Caspase-7; P55210; recombinant caspase-7, Ac-DEVD-AFC fluorescence rate; Potency, µM (highest dose often 57.5 µM), for inactives: at the highest dose activity change, negative = inhibition, actives largely listed as inhibitors; 0.02% of 75,000 active; AID 889, 2007; active means well fitted inhibition curve with a large enough effect in the main read-out, with a control signal flat, not every such curve was filed as active; inconclusive means small, poorly fitted or top-dose-only effect, or a change in a side signal; further: potency means the concentration at half of the fitted maximal effect; % of control where 0% means no effect
4MU fluor: qHTS Assay for Spectroscopic Profiling in 4-MU Spectral Region | compound autofluorescence, 340/450 nm, 4-MU equivalents; hits give high values | max dye-equivalent concentration, M | 11% of 59,000 active; in the data active means max dye-equivalent concentration above about 10 nM; inconclusive means mostly about 1.1 nM to 9.6 nM
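Compounds in 100 mM Tris, pH 8.0, incubated 15 min at room temperature, then fluorescence read at 340 nm excitation/450 nm emission. Signal converted to 4-MU dye-equivalent concentration using an on-plate six-point 4-MU standard curve.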
BRCT PPI red: qHTS Assay for Inhibitors of BRCT-Phosphoprotein Interaction (Red Fluorophore); 0.03% of 75,000 active; Potency, µM (series often up to 76.9 µM), for the others: at the highest dose activity change, negative = inhibition, usual class: inhibitors; Breast cancer type 1 susceptibility protein (Homo sapiens), P38398; BRCT-phosphopeptide binding, red fluorescence polarization; further: on the % scale 0 is the no-effect control and ±100 the full control effect
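Fluorescence polarization: 100 nM His-tagged BRCA1 BRCT with 100 nM TAMRA-labelled phospho-BACH1 decapeptide, phosphate buffer pH 7.3 with 150 mM NaCl, DTT, 0.01% Tween 20; 12 min RT. Binding inhibition seen as FP decrease.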
Fluorescein autfl: qHTS Assay for Spectroscopic Profiling in Fluorescein Spectral Region | 0.91% of 59,000 active | max fluorescein-equivalent concentration, M | Compound autofluorescence, 480/540 nm, fluorescein-equivalent; hits give high values; in the data active means max fluorescein-equivalent concentration above about 10 nM; inconclusive means between about 1.1 nM and that limit
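In this qHTS profile, compound fluorescence was measured with a 480 nm/540 nm filter pair following a 15-min room-temperature incubation in 100 mM Tris (pH 8.0). A six-point fluorescein series on each plate served for normalization.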
* hit, by the source's call; i = inactive; ? = inconclusive; / = no result given; [ ] = another dose, or the depositor's remark. Unless noted, the call rests on the fitted dose curve; in most records, active means well fitted curve in the direction sought with a large enough effect; inconclusive means small, poorly fitted or top-dose-only effect, or another doubt; inactive means no such curve, though single readings can be large; an effect the other way counts as inactive or inconclusive. The list is partial; rates above refer to the full screens.

SMILES	Casp1 inh	HEK293 cAMP cs	Rhodamine autofl	TexasRed autofl	USP2a inh	A350 fluor	BRCT inh green	Caspase-7 inhib	4MU fluor	BRCT PPI red	Fluorescein autfl
CCOc1ccc2[nH]cc(C(=O)N3CCN(CC)CC3)c(=O)c2c1	-5.6%	-1.9%	i	i	/	1.56e-08M*	-2.2%	-4.1%	1.63e-08M*	0.0%	i
COC(=O)[C@@]1(Cc2ccc(F)cc2)[C@H]2c3cc(C(=O)N(C)C)n(Cc4ccc(C)c(F)c4F)c3C[C@H]2CN1C(=O)c1ccccc1	-3.8%	?	/	/	/	/	2.1%	-4.9%	/	-0.6%	/
COc1cc(Nc2nc(SCC#N)nc3ccccc23)cc(OC)c1OC	-0.1%	-43.5%[inhibitor]	i	i	18.6%	i	0.3%	0.5%	i	-3.1%	i
CC(=O)c1ccc(N2CCN(C(=O)C3CCN(S(=O)(=O)Cc4ccccc4)CC3)CC2)cc1	-5.3%	4.2%	i	i	10.7%	?	-1.4%	3.1%	?	-0.1%	i
Cc1cnc(C(=O)OCC(=O)Nc2ccc(Oc3ccccc3)cc2)cn1	0.4%	-15.0%	i	i	4.6%	?	0.0%	8.0%	i	0.7%	?
Cc1csc(SCC(=O)Nc2ccc(Cl)cn2)n1	-6.6%	12.0%	i	i	7.5%	i	-1.4%	-5.6%	i	2.2%	?
COc1ccc(Cc2c(O)nc(SC)n(C(C)=O)c2=O)cc1	-0.5%	2.7%	i	i	-16.3%	i	-2.0%	0.0%	i	1.1%	i
CC12CCC(C(=O)N3CCN(C(=O)C45CCC(C)(C(=O)O4)C5(C)C)CC3)(OC1=O)C2(C)C	0.4%	0.7%	/	/	-1.6%	/	-0.1%	0.7%	/	-1.3%	/
CCOC(=O)c1[nH]c2c(c1C)C(=O)CC(c1ccc(OC)c(OC)c1)C2 (stereo unspecified)	2.0%	3.2%	i	?	-0.5%	i	-4.5%	0.8%	i	-1.7%	?
COc1ccc(Cc2nnc(SC)[nH]c2=O)cc1OC	0.0%	10.2%	i	?	-3.8%	i	-2.0%	-2.9%	i	0.9%	i
CC1Cc2ccccc2N1C(=O)C1CCCN(S(=O)(=O)c2cccc3nsnc23)C1 (stereo unspecified)	-1.4%	0.2%	i	i	42.4%[activator]	7.12e-08M*	-0.5%	-1.3%	2.4e-07M*	-2.4%	i
C/C(NC1CCCCC1)=C(/C#N)C(=O)NCCN1CCOCC1	-1.2%	?	i	i	3.6%	i	0.8%	-0.8%	i	-2.1%	?
CCCOC(=O)Cc1c(O)c2ccccc2[nH]c1=O	0.3%	-0.3%	i	i	-3.0%	i	-0.7%	-1.1%	i	0.1%	i
NS(=O)(=O)c1cc(Br)c(N=Nc2ccc(O)c3ncccc23)c(Br)c1	0.8%[11.5 µM]	1.0%[11.4 µM]	i	i	/	i	-1.8%[15.4 µM]	0.4%[11.5 µM]	i	-0.9%[15.4 µM]	i
C=CCn1c(SCC(=O)NC2CCCCC2)nnc1-c1ccc(OC)cc1	-2.3%	13.7%	/	/	6.7%	/	-1.0%	-0.7%	/	-0.3%	/
CCOC(=O)C(NC(=O)CC)(Nc1ccc(S(=O)(=O)Nc2onc(C)c2C)cc1)C(F)(F)F (stereo unspecified)	-1.7%	3.1%	i	i	-7.8%	?	-1.5%	-2.5%	?	0.1%	?
O=C(Cc1ccc(Cl)cc1)Nc1cccc(-c2nnc(-c3ccco3)o2)c1	/	/	i	i	/	?	/	/	i	/	i
Cc1ccc2nc(NCc3ccccc3)[nH]c2c1	/	/	i	?	/	i	/	/	i	/	i
CN(C)c1ccc(-c2nc(NC3CCNCC3)c3ccccc3n2)cc1	0.8%	-6.1%	i	i	-6.3%	?	-2.2%	-1.8%	?	1.0%	i
C=CCNc1nnc(SC2CC(=O)N(c3ccc(OC)cc3)C2=O)s1 (stereo unspecified)	/	/	i	i	/	i	/	/	i	/	?
CCOC(=O)Cn1c(=O)oc2cc(S(=O)(=O)N(C)Cc3ccco3)ccc21	-5.0%	-4.0%	/	/	/	/	-0.5%	-0.9%	/	-0.7%	/
CN(C)S(=O)(=O)c1ccc(S(=O)(=O)N(CC(=O)Nc2ccccc2)CC2CCCO2)cc1 (stereo unspecified)	-0.6%	-4.4%	i	i	-0.4%	i	-3.8%	-0.6%	i	-1.5%	i
CCC1(C)Cc2ccccc2-c2nc(NCCO)n(-c3ccccc3)c(=O)c21 (stereo unspecified)	/	/	i	i	/	8.06e-07M*	/	/	7.41e-07M*	/	?
O=C(NCc1ccccc1)NC1CC2CCC(C1)N2Cc1ccco1 (stereo unspecified)	1.5%	14.0%	i	i	0.8%	?	0.4%	-0.3%	i	0.7%	i
Cn1c(Cn2c(=O)sc3ccccc32)nnc1SCc1ccccc1F	-3.1%	9.1%	/	/	/	/	-0.9%	0.7%	/	-1.3%	/
CNc1nc(SC)nc(N2CCOCC2)n1	0.9%	-1.7%	i	i	1.3%	i	1.1%	0.0%	i	0.1%	i
COc1ccc(C(=O)NC(C)c2nnc(SCC(=O)Nc3nc4ccccc4s3)n2C)cc1 (stereo unspecified)	-1.6%	-15.2%	i	i	45.2%[activator]	i	0.1%	0.4%	i	-0.3%	i
CCCOc1ccc(C2c3c(oc4cc(C)c(C)cc4c3=O)C(=O)N2CCCN(C)C)cc1OCC (stereo unspecified)	-3.1%	-4.0%	/	/	/	/	0.4%	-3.3%	/	1.2%	/
COc1ccccc1Nc1nc(N)nc(CN2CCCCCC2)n1	-1.9%	10.0%	i	i	12.2%	i	1.8%	-2.8%	i	-1.3%	i
O=C(CCN1CCC(c2ccccc2)C1)c1cccs1 (stereo unspecified)	1.4%	?	i	i	-2.0%	i	-2.1%	0.9%	i	-1.9%	?
COc1ccc(N2CCN(C(=O)CSc3nnc4ncccn34)CC2)cc1	0.2%	5.4%	i	i	4.5%	i	0.2%	-0.3%	i	-0.4%	?
Cc1ccc(OCC(=O)Nc2cc(-c3nn4c(C)nnc4s3)ccc2C)cc1	-2.0%	5.2%	/	/	/	/	-1.7%	0.3%	/	2.0%	/
Cc1ccc(-c2cn(S(=O)(=O)c3cccc4nsnc34)nc2N)cc1	-0.1%	-23.2%	i	i	32.5%[activator]	i	-2.7%	-2.5%	i	-0.3%	i
Cn1cnc([N+](=O)[O-])c1Sc1nnc(-c2cccnc2)n1C	-2.7%[11.5 µM]	-1.2%[11.4 µM]	i	i	/	i	-0.7%[15.4 µM]	1.4%[11.5 µM]	i	1.2%[15.4 µM]	?
COc1ccccc1CN1C(=O)CN(C2CCCC2)C(=O)C1c1ccc(F)cc1 (stereo unspecified)	3.1%	?	i	?	10.3%	i	-0.5%	0.1%	i	-0.9%	i
CCCC(=O)c1cc(-c2nc3ccccc3n2C)n(C)c1	0.6%	6.7%	i	i	-2.5%	i	-2.1%	3.0%	i	-1.6%	?
CCC1=NC(c2ccc(OC)cc2OC)N(O)C1(C)C (stereo unspecified)	2.1%	1.8%	i	?	-0.7%	i	-0.8%	0.8%	i	0.9%	?
O=C(Nc1ccc2c(c1)CCC2)C1COc2ccccc2O1 (stereo unspecified)	-1.8%	?	i	i	25.0%	i	-1.7%	-4.1%	i	-1.1%	?
Cn1c(=O)c2c(nc(SCCNS(=O)(=O)c3ccccc3)n2C)n(C)c1=O	-4.0%	4.8%	/	/	1.6%	/	2.0%	0.6%	/	-1.6%	/
CC(=O)O[C@@H]1CC[C@]2(C)C(=C[C@@H]([C@@H]3C=C4C[C@@H](OC(C)=O)CC[C@]4(C)C4=C3[C@H]3C[C@@H]5O[C@@]6(CC[C@H](C)CO6)[C@@H](C)[C@@H]5[C@@]3(C)CC4)C3=C2CC[C@@]2(C)[C@H]4[C@@H](C)[C@]5(CC[C@H](C)CO5)O[C@@H]4C[C@H]32)C1	0.0%[11.5 µM]	3.2%[11.4 µM]	i	i	/	i	1.2%[15.4 µM]	-0.1%[11.5 µM]	i	-3.6%[15.4 µM]	i
COc1ccc(S(=O)(=O)N2CCCC(C(=O)Nc3ccc(OC)c(OC)c3)C2)cc1 (stereo unspecified)	-9.6%	17.4%	i	i	14.6%	i	-2.9%	2.3%	i	-2.0%	i
CC(C)Cn1nc(NS(=O)(=O)c2ccccc2)c2cc3ccccc3nc21	-0.6%	6.5%	i	?	0.8%	i	0.1%	-0.7%	i	-0.9%	?
O=C(COC(=O)c1ccc(S(=O)(=O)N2CCOCC2)cc1)Nc1nc(-c2ccccc2)cs1	-0.7%	5.4%	i	i	33.2%[activator]	i	-0.3%	?	i	-1.0%	?

Bioassay records (PubChem)
